# ATG4B inhibitor: ATG4B protease inhibitors, primary screen, biochemical, fluorescence, uHTS. ATG4B cleavage of LC3-PLA2, NBD-HPC fluorescence, 1 h. inhibition, % at 8.33 µM. actives 0.51% (n = 340,000). AID 504462, 2011; in the data active = inhibition above about 40%
# Target sequence (Q9Y4P1 whole entry, looked up): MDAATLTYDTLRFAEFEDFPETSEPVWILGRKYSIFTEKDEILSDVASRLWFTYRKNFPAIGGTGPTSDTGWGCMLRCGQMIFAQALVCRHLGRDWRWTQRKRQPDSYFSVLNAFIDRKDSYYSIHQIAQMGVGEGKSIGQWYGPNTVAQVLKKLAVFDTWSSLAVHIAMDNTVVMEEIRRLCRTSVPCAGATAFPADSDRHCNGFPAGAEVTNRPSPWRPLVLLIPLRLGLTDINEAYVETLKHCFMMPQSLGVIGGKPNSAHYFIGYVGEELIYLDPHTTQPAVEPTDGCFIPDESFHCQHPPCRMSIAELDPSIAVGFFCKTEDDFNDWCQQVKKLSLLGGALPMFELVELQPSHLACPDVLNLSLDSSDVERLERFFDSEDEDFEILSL
# beta cell repl: inducers of MIN6 beta-cell proliferation, primary screen, ATP luminescence, uHTS | proliferation, % at 10 µM | MIN6 cells proliferation, ATPlite luminescence, 48 h; cells starved in 0.2% serum; 100% = growth in 10% serum | actives 0.29% (n = 330,000);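 active = compounds whose signal lies at least 3.5 SD above the mean of all wells on their plate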;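 note: 0% = DMSO-treated cells in low-serum medium and 100% = 10% serum control; some compounds called inactive have numbers as strong as hits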
# hIAP block: human IAP inhibitors, primary screen, biochemical, luminescence, uHTS. Intestinal-type alkaline phosphatase (Homo sapiens), P09923. purified IAP, CDP-Star luminescence, 30 min. actives 0.12% (n = 330,000). inhibition, % at 10 µM;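 active = inhibition reaching a set limit with compound at 10 µM in the primary screen, cut at about 35% in these data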;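 note: plate controls were DMSO wells with enzyme for no effect and no-enzyme buffer wells for full effect; values of inactives mirror those of a sister screen read the other way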
# A3A deaminase: APOBEC3A ssDNA deaminase inhibitors, primary screen, selectivity assay for APOBEC3G inhibitor project, biochemical, FAM/TAMRA oligo cleavage fluorescence | recombinant A3A, FAM/TAMRA ssDNA deamination fluorescence | inhibition, % at 20 µM | actives 0.41% (n = 330,000) | AID 493011, 2011;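 active = at least 40% inhibition at 20 µM here, with at most 30% in a related deaminase screen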;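 note: plate controls were A3A with DMSO for no effect and wells lacking A3A enzyme for full effect; some results filed as inactive read as strong as hits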
# Target sequence (P31941 whole entry, looked up): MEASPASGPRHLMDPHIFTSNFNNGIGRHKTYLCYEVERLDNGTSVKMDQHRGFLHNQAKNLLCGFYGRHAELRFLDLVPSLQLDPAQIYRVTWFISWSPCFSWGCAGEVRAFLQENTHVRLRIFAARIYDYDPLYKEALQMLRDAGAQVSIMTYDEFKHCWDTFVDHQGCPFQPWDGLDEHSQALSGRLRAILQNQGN
# hIAP act: human IAP activators, primary screen, biochemical, luminescence, uHTS. purified human IAP, CDP-Star luminescence, 30 min; active compounds read high; 1 = vehicle-only enzyme, 0 = enzyme-free background. actives 0.16% (n = 330,000). activation factor at 10 µM;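 active = activation factor of the enzyme at least 2-fold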; note: the source names both 10 and 20 µM as test concentration; values of inactives mirror those of a sister screen read the other way
# MPTP block: mitochondrial permeability transition pore inhibitors, primary screen, biochemical, isolated mouse mitochondria, absorbance; Ca2+ swelling absorbance, 30 min; inhibition, % at 10 µM; actives 1.4% (n = 360,000);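 active = inhibition of 50% or more, scaled per plate between neutral and stimulator controls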;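 note: 0% = DMSO wells given calcium and 100% = 1 mM EGTA wells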
# mIAP inh: inhibitors of mouse IAP, primary screen, biochemical, luminescence, uHTS | actives 0.2% (n = 330,000) | intestinal alkaline phosphatase [Mus musculus] | inhibition, % at 10 µM | purified mouse IAP, CDP-Star luminescence, 30 min;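 active = inhibition of at least 40% at 10 µM in the primary screen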;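 note: plate controls were DMSO with enzyme for no effect and no enzyme wells for full effect; values of inactives mirror those of a sister screen read the other way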
# APOBEC3G inh: APOBEC3G DNA deaminase inhibitors, primary screen, biochemical, fluorescence, single-stranded DNA substrate, uHTS. inhibition, % at 20 µM. recombinant A3G, ssDNA deamination FAM/TAMRA fluorescence. DNA dC->dU-editing enzyme APOBEC-3G (Homo sapiens), Q9HC16. AID 493012, 2011. actives 0.28% (n = 330,000);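 active = inhibition of at least 40% at 20 µM, with no more than 30% in the related APOBEC3A deaminase screen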;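 note: plate controls were DMSO wells with A3G for no effect and wells lacking A3G enzyme for full effect; some compounds called inactive have numbers as strong as hits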
# Target sequence (Q9HC16 whole entry, looked up): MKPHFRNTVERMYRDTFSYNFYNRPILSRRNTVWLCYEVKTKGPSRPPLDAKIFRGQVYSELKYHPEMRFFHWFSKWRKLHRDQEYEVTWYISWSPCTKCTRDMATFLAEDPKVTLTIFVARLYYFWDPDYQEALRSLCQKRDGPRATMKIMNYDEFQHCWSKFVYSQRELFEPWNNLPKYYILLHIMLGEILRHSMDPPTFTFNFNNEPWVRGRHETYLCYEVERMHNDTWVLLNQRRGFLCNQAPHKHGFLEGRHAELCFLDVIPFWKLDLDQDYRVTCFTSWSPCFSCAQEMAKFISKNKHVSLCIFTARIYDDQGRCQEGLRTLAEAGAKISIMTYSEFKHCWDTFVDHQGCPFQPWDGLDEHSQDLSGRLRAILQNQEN
# mIAP act: activators of mouse IAP, primary screen, biochemical, luminescence, uHTS; activation factor at 10 µM; intestinal alkaline phosphatase [Mus musculus]; actives 0.24% (n = 330,000); AID 2805, 2010; muIAP, CDP-Star luminescence, 30 min; active compounds read high; 1 = vehicle-only enzyme signal, 0 = enzyme-free wells;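 active = activation factor of at least 2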; note: the source names both 10 and 20 µM as test concentration; values of inactives mirror those of a sister screen read the other way
#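 System: Mouse IAP enzyme | Also added: CDP-Star substrate | Dosing: Compounds dispensed in DMSO | Schedule: 30 min enzyme-substrate-compound incubation at room temperature | Technique: Chemiluminescence readout | Control set: DMSO-only wells and no-enzyme negative control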
# An asterisk follows results filed as active; / = no result given.
SMILES,ATG4B inhibitor,beta cell repl,hIAP block,A3A deaminase,hIAP act,MPTP block,mIAP inh,APOBEC3G inh,mIAP act
CC1CCN(C(C(=O)NC2CCCCC2)c2cc3c(cc2[N+](=O)[O-])OCO3)CC1 (configuration not stated),-3,-3,8,0,0.92,1.9,6,-10,0.94
Cc1cc(C(F)(F)F)nc(SCC(=O)Nc2cc(C)on2)n1,0,-2,11,2,0.89,0.7,4,3,0.96
COc1ccc(NS(=O)(=O)c2ccc3c(c2)N(C(C)=O)CCO3)cc1,0,-1,12,1,0.88,-0.1,-2,3,1
COC(=O)c1ccc(NCC(=O)c2ccccc2)cc1,-3,-3,-9,7,1.1,-0.6,8,-1,0.92
CCCCn1c(N)c(N(CCOC)C(=O)c2cccc(S(=O)(=O)N(CC)c3ccccc3)c2)c(=O)[nH]c1=O,5,-2,5,0,0.95,-1.3,9,-6,0.91
COCCN1C(=O)c2oc3cc(C)c(C)cc3c(=O)c2C1c1ccc(O)cc1 (configuration not stated),-17,0,0,2,1,1.1,2,-4,0.98
Cc1sc2nc(CSCC(=O)NC3CCCCC3)[nH]c(=O)c2c1C,-8,3,-14,-2,1.1,-0.4,12,-5,0.88
COc1ccc(Cl)cc1NC(=O)CSc1nc2sccc2c(=O)[nH]1,-3,-1,12,0,0.88,-1.0,12,-3,0.88
Cc1ccc(NC(=O)NC2CCCCC2)cc1Cl,29,-2,-16,-1,1.2,7.2,-61,-10,1.6
CS(=O)(=O)N1CCc2cc(-c3csc(NCC4CCCO4)n3)ccc21 (configuration not stated),4,-3,1,-10,0.99,0.0,14,-3,0.86
CC/C(=N/Nc1cccc(Cl)c1)c1cnnc(SC)n1,-9,-3,10,4,0.9,19,39,-6,0.61
O=C(O)C(Cc1ccccc1)N1CCS(=O)(=O)CC1 (configuration not stated),-10,-3,22,-4,0.79,-0.7,4,-2,0.96
Cc1nc(SCC(=O)c2c(N)n(C3CC3)c(=O)[nH]c2=O)[nH]c(=O)c1CCO,-4,4,14,-3,0.86,-1.0,1,-6,0.99
O=C(/C=C/c1cccc(Oc2ccccc2)c1)N1CCOCC1,-2,-3,-12,-1,1.1,1.4,3,-6,0.97
CCc1cc2c(NC(Cc3ccccc3)C(=O)O)nc(C)nc2s1 (configuration not stated),2,-1,7,-4,0.93,1.5,4,-3,0.96
COc1ccc(C(=O)N(C(C)C)C(C)C)c(OC)c1,-18,-1,-3,1,1,0.0,5,0,0.95
O=C(NC(=S)Nc1cccc([N+](=O)[O-])c1)c1ccccc1,-2,-4,9,-1,0.91,2.5,18,-4,0.82
O=C(CNCCCO)Nc1cc(C(F)(F)F)cc(NC(=O)CNCCCO)c1Cl,-5,-2,-4,-3,1,0.7,0,-2,1
CC(C)C(=O)NC(NC(=O)C(C)C)c1ccc([N+](=O)[O-])cc1,-4,-2,-3,1,1,0.9,-1,-1,1
COC(=O)c1c(NC(=O)C(=O)NCC2CCCO2)sc2c1CC(C)(C)OC2 (configuration not stated),-1,-3,-11,-3,1.1,-0.8,8,-1,0.92

# No new results follow: 10 of the compounds above.
SMILES,ATG4B inhibitor,beta cell repl,hIAP block,A3A deaminase,hIAP act,MPTP block,mIAP inh,APOBEC3G inh,mIAP act
CC1CCN(C(C(=O)NC2CCCCC2)c2cc3c(cc2[N+](=O)[O-])OCO3)CC1 (configuration not stated),-3,-3,8,0,0.92,1.9,6,-10,0.94
Cc1cc(C(F)(F)F)nc(SCC(=O)Nc2cc(C)on2)n1,0,-2,11,2,0.89,0.7,4,3,0.96
COc1ccc(NS(=O)(=O)c2ccc3c(c2)N(C(C)=O)CCO3)cc1,0,-1,12,1,0.88,-0.1,-2,3,1
COC(=O)c1ccc(NCC(=O)c2ccccc2)cc1,-3,-3,-9,7,1.1,-0.6,8,-1,0.92
CCCCn1c(N)c(N(CCOC)C(=O)c2cccc(S(=O)(=O)N(CC)c3ccccc3)c2)c(=O)[nH]c1=O,5,-2,5,0,0.95,-1.3,9,-6,0.91
COCCN1C(=O)c2oc3cc(C)c(C)cc3c(=O)c2C1c1ccc(O)cc1 (configuration not stated),-17,0,0,2,1,1.1,2,-4,0.98
Cc1sc2nc(CSCC(=O)NC3CCCCC3)[nH]c(=O)c2c1C,-8,3,-14,-2,1.1,-0.4,12,-5,0.88
COc1ccc(Cl)cc1NC(=O)CSc1nc2sccc2c(=O)[nH]1,-3,-1,12,0,0.88,-1.0,12,-3,0.88
Cc1ccc(NC(=O)NC2CCCCC2)cc1Cl,29,-2,-16,-1,1.2,7.2,-61,-10,1.6
CS(=O)(=O)N1CCc2cc(-c3csc(NCC4CCCO4)n3)ccc21 (configuration not stated),4,-3,1,-10,0.99,0.0,14,-3,0.86

# Continued.
SMILES,ATG4B inhibitor,beta cell repl,hIAP block,A3A deaminase,hIAP act,MPTP block,mIAP inh,APOBEC3G inh,mIAP act
CC1(C)CC(=O)C=C(c2ccc(F)cc2OCc2ccccc2)C1,39,-5,16,-5,0.84,-1.6,6,-10,0.94
COc1ccc(Cl)cc1NC(=O)C(C)Sc1nncn1C (configuration not stated),-9,-3,-11,-3,1.1,-2.1,2,-4,0.98
O=C(COc1ccc(F)cc1)Nc1cc(Cl)ccc1-n1cncn1,0,6,12,22,0.88,-0.7,5,-13,0.95
CC(=O)NC1(c2cccc(F)c2)CCN(C(=O)Nc2ccc(C#N)cc2)CC1,-4,0,13,3,0.87,1.0,-12,1,1.1
Cc1cc(C(=O)Nc2cc(C(F)(F)F)ccc2N2CCOCC2)no1,4,6,0,2,1,1.3,11,-10,0.89
COc1cc(NS(=O)(=O)c2cc3c(cc2C)NC(=O)CO3)cc(OC)c1,-13,0,8,-4,0.92,0.6,1,3,0.99
Cc1ccc([N+](=O)[O-])cc1NC(=S)NC(=O)c1cccnc1,3,2,0,-2,1,0.8,7,-3,0.93
CC1(C)O[C@@H]2[C@H](O1)[C@@H](CO)O[C@H]2n1cnc2c(=O)[nH]cnc21,6,3,-6,-2,1.1,-1.4,-12,-11,1.1
CC(=O)Nc1ccc(NC(=O)CN(C)S(=O)(=O)c2ccc3ccccc3c2)cc1,-11,4,-21,-4,1.2,-0.9,9,-2,0.91
c1ccc2cc(-c3csnn3)ccc2c1,-5,-1,-7,-1,1.1,-0.7,-4,-5,1
COc1ccccc1/C=N/Nc1nc(C)cc(C)n1,-6,0,-15,1,1.1,-0.8,1,-5,0.99
Cc1cc(NC(=O)CSc2nnc(C3CC3)n2N)no1,13,-3,8,-1,0.92,-0.1,-10,-1,1.1
Cc1sc2ncnc(NS(=O)(=O)c3ccc(Cl)cc3)c2c1C,-3,-3,-6,-2,1.1,2.6,-3,-7,1
Cc1cc(C)n(CC(=O)Nc2ccc([N+](=O)[O-])cc2)n1,-8,-1,-10,1,1.1,-0.7,-4,-4,1
O=C(CCCCCN1C(=O)c2cccc([N+](=O)[O-])c2C1=O)Nc1ccccc1F,1,-4,-27,-4,1.3,0.5,3,9,0.97
CCN(CC)CCn1c(=N)n(CC(O)COc2cccc(C)c2)c2ccccc21 (configuration not stated),8,-5,-6,5,1.1,71*,-7,0,1.1
COC(=O)c1ccc2c(c1)sc(=NC(=O)CCS(=O)(=O)c1ccccc1)n2C,-13,-7,-4,0,1,-2.0,6,-7,0.94
CC1CN(C(=O)CS(=O)(=O)Cc2ccccc2)CC(C)O1 (configuration not stated),-5,-2,-7,-2,1.1,-0.5,3,-7,0.97
CCOc1ccc(CC(=O)N/N=C/c2cccnc2)cc1OCC,-2,0,2,-4,0.98,-1.0,5,-8,0.95
O=C(c1ccco1)N1CCN(Cc2cc(=O)c(OCc3ccc([N+](=O)[O-])cc3)co2)CC1,2,1,10,-4,0.9,-2.3,5,-7,0.95
COc1ccc(OC)c(NC(=O)C2CCN(S(=O)(=O)c3ccc4c(c3)OCCO4)CC2)c1,-4,1,4,10,0.96,-2.2,-1,-13,1
O=C(NCc1ccccc1Cl)C1CCCN1C(=O)NC1CCCCC1 (configuration not stated),9,2,-3,-2,1,-2.4,13,-2,0.87
CCOc1cnc(-c2ccc(Cl)cc2)o1,3,0,-9,4,1.1,-1.8,-2,2,1
CCOC(=O)/C(C#N)=C1/C=CN(C)C=N1,-14,1,17,-4,0.83,1.0,-3,-3,1
Cc1ccc(NC(=O)CCNS(=O)(=O)c2ccc3c(c2)c(=O)n(C)c(=O)n3C)cc1C,3,1,9,3,0.91,-1.3,3,-4,0.97
CC(COc1cccc2ccccc12)CN1CCN(C)CC1 (configuration not stated),3,-4,3,0,0.97,1.0,6,-4,0.94
O=C(CCNS(=O)(=O)c1cccc2nsnc12)NCc1ccccc1,4,0,1,3,0.99,-0.4,-5,6,1.1
COC(=O)CSc1nc(N)c(C#N)c(-c2ccco2)c1C#N,-3,-3,3,7,0.97,-3.0,6,3,0.94
O=[N+]([O-])c1ccc(OCCO)c(P(=O)(c2ccccc2)c2ccccc2)c1,10,-3,1,-1,0.99,0.0,-4,-1,1
COc1cccc(OC)c1C(=O)Nc1ccc([N+](=O)[O-])cn1,1,3,-15,-3,1.2,0.0,20,-4,0.8
COc1ccc(N2C(=O)CC(N(Cc3ccco3)C(=O)CCC(=O)O)C2=O)cc1 (configuration not stated),4,-1,1,2,0.99,0.7,-2,-5,1
O=C(N/C(=C\c1cn(-c2ccccc2)nc1-c1ccc(Cl)cc1)C(=O)N1CCOCC1)c1ccccc1,/,0,5,-3,0.95,/,8,-7,0.92
Cc1ccccc1CSc1ncc(C#N)c(N)n1,25,-4,-11,4,1.1,0.1,11,0,0.89
N#Cc1ccccc1Sc1ccccc1C(=O)Nc1ccc(Br)cc1,3,-4,10,0,0.9,14,10,0,0.9
CCC(C)N(C(=O)CSc1ccc(NC(C)=O)cc1)C1CCS(=O)(=O)C1 (configuration not stated),-6,1,10,0,0.9,-0.8,-7,-8,1.1
Cc1nc2c(c3c1[nH]c1ccccc13)C(=O)CC(C)(C)C2,-7,-1,-4,-4,1,1.1,-2,-4,1
CC(C)(C)c1cc(/C=N/NC(=O)C[n+]2ccccc2)cc(C(C)(C)C)c1O,-1,1,-7,1,1.1,-0.6,5,-3,0.95
COC(=O)c1cccc(S(=O)(=O)N(Cc2ccco2)Cc2cc3cc(OC)ccc3[nH]c2=O)c1,-14,1,-7,-2,1.1,4.8,21,-4,0.79
CCN(CCC(=O)O)c1ccccc1,-13,1,-9,-3,1.1,2.0,6,-6,0.94

# Screens (PubChem BioAssay)
